# ssDAF-12 act: activators of S. stercoralis DAF-12 nuclear receptor; AID 652126; 370,000 compounds, 1% hits; HEK293 ssDAF-12/GRIP1 lit1-tk-luc reporter, luminescence; % of 3 µM dafachronic acid response; activation, % at 6.8 µM;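 active means activation above the mean over all tested compounds plus 3 SD, cut at about 0.9% in these data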;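 further: 0% = DMSO-only wells and 100% = 3 µM delta7-dafachronic acid wells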
# ADAM17 inh: inhibitors of human ADAM17. recombinant ADAM17, EDANS/DABCYL FRET peptide cleavage. inhibition, % at 6.95 µM. 370,000 compounds, 0.83% hits. AID 720648;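 active means inhibition above the mean of compounds lying between control limits plus 3 SD, set per campaign, cut at about 8.5% in these data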;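 further: 0% = DMSO-only wells as the low control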
# DAX1 inh-1: NR0B1 (DAX1) inhibition; AID 504766; inhibition, % at 6.75 µM; HEK293 Gal4-DAX1 luciferase reporter, luminescence; 340,000 compounds, 0.99% hits;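 active means inhibition above the mean over all tested compounds plus 3 SD, cut at about 4.2% in these data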;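 further: 0% = DAX1-transfected cells with DMSO and 100% = empty-vector control cells with DMSO; inhibition shows as a rise in luminescence from relieved DAX1 repression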
# Target sequence (P51843 207-470 limits assumed): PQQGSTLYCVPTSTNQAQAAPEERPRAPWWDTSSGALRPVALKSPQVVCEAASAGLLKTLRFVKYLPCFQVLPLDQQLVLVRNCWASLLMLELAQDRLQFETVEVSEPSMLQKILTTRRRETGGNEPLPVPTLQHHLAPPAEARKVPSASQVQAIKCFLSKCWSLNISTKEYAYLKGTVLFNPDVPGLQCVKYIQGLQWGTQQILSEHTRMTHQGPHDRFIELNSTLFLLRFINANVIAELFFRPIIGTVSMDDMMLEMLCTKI
# hcDAF-12 act: activates DAF-12 receptor from parasite H. contortus; HEK293 hcDAF-12 lit1-tk-luc reporter, luminescence; 0% DMSO, 100% Δ7-dafachronic acid; activation, % at 6.8 µM; 370,000 compounds, 1.4% hits; AID 652067;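 active means activation above the mean of all tested compounds plus 3 SD, cut at about 5.5% in these data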;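 further: 100% = response to 3 µM Δ7-dafachronic acid high control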
# PG9 binder: small molecules binding HIV-1 gp120 antibody PG9; TR-FRET gp120-PG9 antibody binding; inhibition, % at 6.7 µM; 360,000 compounds, 0.43% hits; in the data active means inhibition above about 8.5%
# ADAM10 inh: inhibitors of human ADAM10; O14672; recombinant ADAM10, EDANS/DABCYL FRET peptide cleavage, 3 h; inhibition, % at 7 µM; 370,000 compounds, 0.62% hits; AID 720582;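 active means inhibition above a per-campaign cutoff equal to the mean of compounds falling between control-based bounds plus 3 SD, cut at about 20% in these data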;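 further: 0% = DMSO wells while the 100% control is not disclosed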
# Target sequence (O14672 214-748 limits assumed): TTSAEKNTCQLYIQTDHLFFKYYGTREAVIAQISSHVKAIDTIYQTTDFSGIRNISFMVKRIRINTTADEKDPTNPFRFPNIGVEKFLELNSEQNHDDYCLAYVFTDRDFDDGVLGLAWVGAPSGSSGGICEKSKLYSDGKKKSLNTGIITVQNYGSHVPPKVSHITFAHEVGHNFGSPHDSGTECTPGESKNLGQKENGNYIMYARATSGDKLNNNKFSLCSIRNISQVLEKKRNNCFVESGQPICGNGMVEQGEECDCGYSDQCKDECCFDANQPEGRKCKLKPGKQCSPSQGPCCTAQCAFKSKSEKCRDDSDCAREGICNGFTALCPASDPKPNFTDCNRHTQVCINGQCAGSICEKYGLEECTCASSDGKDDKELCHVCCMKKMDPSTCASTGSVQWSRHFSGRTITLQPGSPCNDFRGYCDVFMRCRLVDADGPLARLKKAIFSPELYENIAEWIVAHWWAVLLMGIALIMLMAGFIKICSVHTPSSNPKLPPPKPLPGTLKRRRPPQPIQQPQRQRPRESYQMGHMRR
# SMARCA2 act: SMARCA2 function activation, primary screen; activation, % at 9.1 µM; 370,000 compounds, 1% hits; MG213 cells, MMTV-luciferase reporter, dexamethasone, overnight; in the data active means activation above about 7.8%;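 further: 0% = vehicle wells and 100% = reference activator wells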
# GAA850 FXN act: frataxin GAA850 promoter activation | HEK293 lucGAA850 FXN promoter luciferase reporter, 24 h; percent of 10 µM SAHA response | activation, % at 6 µM | 360,000 compounds, 0.56% hits | AID 540364;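 active means activation above the average of all compounds screened plus 3 SD, cutoff fixed separately per campaign, cut at about 7.5% in these data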;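 further: 0% = DMSO wells and 100% = 10 µM SAHA wells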
# NPR1 activator: GC-A (human) enzyme activation; P16066; HEK293 GC-A cells, cGMP TR-FRET, EC30 ANP; 0% at EC30 ANP, 100% saturating ANP; activation, % at 10 µM; 370,000 compounds, 0.14% hits; AID 1671463; in the data active means activation above about 40%
# DAX1 inh-2: inhibitors of DAX1 repression of SF-1 activated StAR promoter; HEK293T StAR-luciferase reporter, SF-1/DAX-1 repression relief; inhibition, % at 6.8 µM; 370,000 compounds, 1.1% hits; AID 652010;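 active means inhibition above the mean over all tested compounds plus 3 SD, cut at about 3.6% in these data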;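 further: 0% = DAX-1 cells with DMSO and 100% = cells lacking DAX-1 with DMSO; higher inhibition means more luminescence from relief of DAX-1 repression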
# hgDAF12 agonist: activates the H. glycines DAF-12 receptor ligand-binding domain; HEK293 GAL4-hgDAF12 UAS-luciferase reporter, agonist luminescence; normalized to butyrate control; activation, % at 6.8 µM; 370,000 compounds, 1.8% hits; AID 687014;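 active means activation above a cutoff set at the mean of all screened compounds plus 3 SD, cut at about 10% in these data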;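 further: 0% = DMSO wells and 100% = sodium butyrate wells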
# * = called active by the depositor; i = inactive; nt = no result given.
SMILES,ssDAF-12 act,ADAM17 inh,DAX1 inh-1,hcDAF-12 act,PG9 binder,ADAM10 inh,SMARCA2 act,GAA850 FXN act,NPR1 activator,DAX1 inh-2,hgDAF12 agonist
CCC(=O)N1CCN(c2ccc(Cl)cc2NC(=O)Cc2ccc(Cl)cc2)CC1,-1.6,-1,-1.1,-1.9,-1.5,5,-1,-5.4,-21,-0.7,-1.0
CCOC(=O)Cc1csc(SCC(=O)Nc2cccc(Cl)c2)n1,-1.7,0,-1.9,-1.0,-0.8,7,-2,2.5,-2,-1.0,-1.4
CCN(CC)C(=O)CSc1nnc(-c2c[nH]c3ccccc23)o1,-1.1,-1,-1.0,-2.0,-3.2,-1,-1,2.9,-2,0.1,-0.9
Cc1ccc(-c2ccc(C(=O)O)c(C)n2)cc1,-0.9,-3,2.5,-2.1,1.8,-1,-1,-2.3,3,-0.2,0.5
Cn1nnnc1SCCNC(=O)C1CCC(=O)N(Cc2ccc(Cl)cc2)C1 (stereo not drawn),-0.8,-2,-0.5,-2.0,-0.7,-13,0,1.2,4,-0.5,-0.3
COc1cccc(OCCCN2CCCCCC2)c1,-0.7,-2,-0.1,-2.1,-0.1,-4,2,2.6,0,-0.4,-4.2
COc1ccc2c(c1)cc1c(=O)n(CC(=O)NCCCN3CCOCC3)nc(C)n12,-0.9,-57,-0.4,-1.6,0.4,-175,-2,1.3,3,0.6,1.1
CCCn1nnc(NC(=O)COc2cc(C)ccc2C(C)C)n1,-1.5,-2,0.2,-2.2,-0.8,-4,0,-2.6,1,0.1,0.2
O=C(NC1=NCCS1)c1ccccc1F,-1.1,-4,nt,0.3,1.2,-4,-1,2.6,3,0.1,0.3
COc1ccc(N(CC(=O)NCc2ccc(Cl)cc2)S(=O)(=O)c2ccccc2[N+](=O)[O-])c(OC)c1,-0.3,7,1.0,-0.7,1.3,15,-3,-3.1,-13,0.4,-4.0
Cn1c2ccccc2c(=O)c2ccc(NCCc3cccs3)cc21,0.0,i,1.2,4.0,1.7,i,9.0*,10.0*,15,4.1*,5.7
CCOC(=O)C1=C(N)Oc2c(oc(CO)cc2=O)C1c1ccc(F)c(F)c1 (stereo not drawn),-1.9,-2,-0.3,-0.8,-0.6,8,-5,1.3,-1,-0.4,-3.4
CC(Sc1nc2ccccc2n1C)C(=O)NC(c1ccccc1)c1ccccc1 (stereo not drawn),-1.2,2,-0.7,-0.2,-0.2,7,-4,-0.3,-36,-0.5,-2.6
OC(c1ccccc1)c1ncc(-c2ccc(C(F)(F)F)cc2)[nH]1 (stereo not drawn),-0.8,2,nt,0.0,-0.1,5,2,4.2,-2,0.8,6.8
CCc1cc2c(SCC(=O)Nc3ncc(Cl)c(C)c3Cl)ncnc2s1,-0.9,-2,-0.8,0.3,-0.2,-2,1,1.9,0,-0.3,1.2
CN(Cc1nc(-c2ccc(Cl)cc2)no1)C(=O)CCN1C(=O)[C@H]2CC=CC[C@H]2C1=O,-1.7,-2,-0.1,-2.1,-0.7,-9,-2,-0.2,4,-3.4,-3.5
CC(C)(C)OC(=O)N1CSC[C@H]1C(=O)NC[C@H](CC(=O)O)c1ccc(Cl)cc1,-0.5,2,1.1,-0.7,-2.2,-3,-2,0.1,-2,-0.1,-1.7
CCOC(=O)C1=C(COC(=O)CSc2ccc(C)cc2)NC(=O)NC1C (stereo not drawn),-1.5,1,0.8,-0.1,-0.4,0,-3,-0.7,-6,1.2,1.3
Cc1ccc(N2CC(C(=O)NCc3n[nH]c(=O)c4ccccc34)CC2=O)cc1C (stereo not drawn),-1.1,-3,-0.8,0.0,-3.0,1,1,1.6,0,2.7,1.9
COc1ccc(S[C@]2(C(=O)N3CCN(c4ncccn4)CC3)CC(=O)N(C(=O)c3ccccc3)[C@@H]2c2ccc(OC)cc2)cc1,-1.8,4,nt,-0.9,nt,-5,4,nt,0,-1.8,2.7
CC1(C(=O)NS(=O)(=O)c2ccc(Cl)s2)CCN1C(=O)C1(c2ccc(Cl)cc2)CCC1 (stereo not drawn),-1.3,-3,nt,1.1,1.6,-5,-4,1.1,-2,-0.4,0.3
O=c1[nH]c(=O)n(C2OC(CO)C(O)C2O)cc1N1CCOCC1 (stereo not drawn),-1.3,-5,-0.7,-0.1,-0.3,-5,-4,1.5,3,-0.7,0.8
CN(C)S(=O)(=O)c1cccc(NC(=O)c2cc([N+](=O)[O-])ccc2N2CCCCC2)c1,-1.5,3,-0.5,-1.9,0.5,-4,0,1.6,-1,-1.4,-1.0
C[C@H](O)[C@@H]1C(=O)N2CCc3c([nH]c4cccc(-c5ccccc5)c34)[C@@H]2C[C@@H]1N(C)C(=O)c1ccccc1,-0.1,-67,nt,-1.9,3.1,-244,-4,nt,-2,-0.3,0.2
Cc1ccc(CSc2nc3c(c(=O)[nH]c(=O)n3C)n2CCC(C)C)cc1,-1.7,1,-0.4,-2.6,-1.2,-10,0,0.6,4,0.5,-0.4

# (further entries)
SMILES,ssDAF-12 act,ADAM17 inh,DAX1 inh-1,hcDAF-12 act,PG9 binder,ADAM10 inh,SMARCA2 act,GAA850 FXN act,NPR1 activator,DAX1 inh-2,hgDAF12 agonist
S=c1[nH]nc(Cc2cccs2)n1-c1ccccc1,-0.9,1,-1.0,2.5,-2.8,10,-2,-1.3,3,0.4,-0.1
CC(C)CC1NC(=O)N(CC(=O)NC2CCCc3ccccc32)C1=O (stereo not drawn),-1.2,-2,-0.3,-0.9,0.4,4,3,0.2,-1,1.4,-0.1
COc1ccc(-c2cncnc2-c2ccc(OC)cc2O)cc1,-1.1,-9,-0.1,-3.9,-2.7,-5,-3,-5.6,8,-0.4,0.0
Cc1ccccc1C(=O)NCC(=O)OC(C)C(=O)NC(C)CCc1ccccc1 (stereo not drawn),-1.2,-1,0.2,1.4,1.9,-3,3,0.8,-1,-1.5,-1.6
COc1ccccc1N1CCN(C(=O)CNC(=O)c2ccc(Cl)cc2Cl)CC1,-1.1,-3,-0.5,-2.3,-0.5,-6,-3,0.4,1,-0.7,-2.2
CCN(CC)S(=O)(=O)c1ccc(N(C)Cc2cccc(OC)c2OC)nc1,-2.3,0,-1.8,-3.2,0.2,5,-1,-1.4,0,-1.4,-4.2
COc1cccc(CN(C)CCCn2ccc(NC(=O)OCc3ccccc3)nc2=O)c1,-1.1,1,-0.1,-1.3,-2.0,-13,-5,-0.5,3,0.6,-1.3
Cc1c(CCOC(=O)CC23CC4CC(CC(C4)C2)C3)sc[n+]1Cc1ccccc1,-0.3,-1,-1.8,0.5,-0.6,1,-1,0.5,0,-2.2,-1.2
CCN(C(=O)COC(=O)c1c(C)nsc1NC)c1ccccc1,-1.7,-1,-0.1,-1.4,-2.4,4,-5,-1.6,9,0.3,-1.6
CCC(=O)N1CCN(c2ccc(NC(=O)COc3ccc(C)cc3C)cc2)CC1,-1.3,-3,-1.9,-0.1,-2.5,2,-4,0.0,5,-0.6,-3.1
O=C(COC(=O)c1c2c(nc3ccccc13)/C(=C/c1cccc([N+](=O)[O-])c1)CCC2)NC1CCS(=O)(=O)C1 (stereo not drawn),-2.3,6,-2.8,0.4,-0.3,14,-4,-0.6,2,-2.3,-2.6
O=C(c1ccccn1)N(Cc1ccco1)C1(C(=O)NC2CCCC2)CCCCC1,-0.6,-1,0.0,-1.1,-2.2,0,-1,2.7,-10,-1.0,3.5
CCc1cc2c(=O)c(-c3nc4ccccc4n3C)coc2c(CN2CCCCC2)c1O,-0.8,-68,-1.7,-1.4,-0.4,-174,-4,-0.9,7,0.0,-3.1
COc1ccc(-n2nc3c(c2NC(=O)c2c(F)cccc2Cl)CS(=O)C3)cc1 (stereo not drawn),-0.9,2,-0.2,0.9,-1.5,-9,-1,0.6,-2,-0.6,1.3
NC(=O)c1ccc(-n2c(CCC(=O)O)ccc2-c2cccs2)cc1,-0.7,-6,-0.4,-0.3,-1.6,-10,1,0.8,3,-0.2,-1.8
COC(=O)[C@]1(C#N)CC(=O)N(CC(C)C)[C@@H]1c1ccccc1,-0.6,-2,nt,3.0,nt,-6,-1,nt,-2,0.5,-0.9
Cc1ccc(Cl)c(OCC(O)CN(CCO)CCO)c1 (stereo not drawn),-1.2,-3,1.5,-1.2,-1.2,-5,0,-1.8,3,0.6,-0.5
Cc1cccc(OCCNc2nc3c(c(=O)n(C)c(=O)n3C)n2C)c1,-1.3,-1,0.3,-0.2,-2.2,6,0,0.3,-2,0.3,0.8
CCOC(=O)c1sc(Nc2ccc(Br)cc2)nc1C,-2.0,-14,-2.5,1.1,-0.7,-22,2,2.8,-1,-0.7,3.6
CC1(C(=O)Nc2cccc(OC(F)(F)F)c2)Cc2c(-c3ccc4c(c3)OCO4)ccnc2O1 (stereo not drawn),-1.1,5,nt,-1.3,-0.3,-1,0,-3.4,-7,0.9,0.6
Nc1cc(=O)[nH]c(SCC(=O)Nc2ccc(Oc3ccccc3)cc2)n1,-1.1,-2,-0.7,-1.3,1.0,-8,-1,0.0,-2,-0.3,1.9
CCCCC1C2=C(CCCC2=O)OC2=C1C(=O)CCC2,-1.3,1,0.4,-1.8,-1.9,7,1,-0.8,2,-0.2,-2.9
COC(=O)CCC(=O)NNC(=O)c1ccc(Cl)cc1Cl,-1.2,-6,0.5,-1.3,0.4,-2,-1,-2.1,5,-0.7,-2.6
Cc1ccc2nc3c(cc(C(=O)NCc4ccccc4)c(=N)n3CCCn3ccnc3)c(=O)n2c1,-1.1,-338,0.4,-0.6,1.2,i,-2,-5.0,10,0.3,-0.4
Cc1ccnc(NC(=O)c2cc(S(=O)(=O)NCc3ccccc3)ccc2C)c1,-0.4,0,0.8,0.2,-0.9,-4,2,0.9,-1,1.0,4.3

# The results go on.
SMILES,ssDAF-12 act,ADAM17 inh,DAX1 inh-1,hcDAF-12 act,PG9 binder,ADAM10 inh,SMARCA2 act,GAA850 FXN act,NPR1 activator,DAX1 inh-2,hgDAF12 agonist
Cc1ccc(CS(=O)Cc2ccc(C(=O)N3CCOCC3)o2)cc1 (stereo not drawn),-1.0,-1,0.9,-1.0,2.1,-5,1,1.0,-2,-0.3,0.3
CCN(c1ccccc1)S(=O)(=O)c1cc(C(=O)OC2CCOC2=O)ccc1C (stereo not drawn),-0.8,-2,-0.7,-2.2,-2.2,-6,0,-0.5,0,-1.1,-0.4
O=C(Nc1ccc2oc(=O)c(C(=O)O)cc2c1)Oc1ccccc1,-0.8,-56,0.1,-0.8,4.1,-208,0,-2.1,2,-0.8,0.5
Cc1cc(C)n(-c2nc3c(c(=O)n(C)c(=O)n3C)n2CCO)n1,-0.7,0,0.9,-1.6,-0.7,4,2,0.4,1,-0.1,3.8
CCOC(=O)CNC(=O)c1cn(CC(C)C)c(=O)c2cc(OC)c(OC)cc12,-1.6,0,1.3,-1.4,-1.5,-1,-2,0.2,1,-0.1,0.3
COc1cc(C(=O)N2CCN(c3ccccc3OC)CC2)c([N+](=O)[O-])cc1OC,-0.2,2,0.9,0.3,-1.7,5,0,0.0,-2,-0.7,-2.9

# Screening data deposited in PubChem BioAssay by several laboratories.
